# High-throughput results: PubChem BioAssay, National Center for Advancing Translational Sciences (NCATS)
# GLP1R ag – qHTS of GLP-1 Receptor Agonists | AID 624172, 2012 | HEK293 GLP-1R CRE-luciferase, luminescence, 4-6 h; cells express a hypersensitive GLP-1R form | 0.007% of 380,000 active | Glucagon-like peptide 1 receptor (Homo sapiens), P43220 | Potency, µM (highest dose often 45.6 µM), for inactives: at the highest dose activation, actives largely listed as activators; note: potency is the fitted concentration of half-maximal effect; % of control where 0% means no effect
# Target sequence (P43220 whole entry, looked up): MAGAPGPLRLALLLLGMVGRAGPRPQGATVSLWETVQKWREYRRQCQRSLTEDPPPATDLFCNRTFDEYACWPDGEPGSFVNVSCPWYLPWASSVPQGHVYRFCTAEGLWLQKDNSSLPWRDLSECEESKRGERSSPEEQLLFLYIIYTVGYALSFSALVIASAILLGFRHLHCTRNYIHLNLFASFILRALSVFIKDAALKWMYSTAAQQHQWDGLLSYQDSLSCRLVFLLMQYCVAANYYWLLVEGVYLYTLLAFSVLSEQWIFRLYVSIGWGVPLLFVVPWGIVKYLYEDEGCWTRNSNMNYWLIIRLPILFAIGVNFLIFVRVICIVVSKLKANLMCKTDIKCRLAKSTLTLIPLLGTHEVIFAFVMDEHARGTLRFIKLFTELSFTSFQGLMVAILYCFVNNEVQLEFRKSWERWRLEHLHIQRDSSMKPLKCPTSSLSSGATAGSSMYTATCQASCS
# HT1080 IDH1KD tx – qHTS for induction of synthetic lethality in tumor cells producing 2HG: qHTS for the HT-1080-IDH1KD cell line; Potency, µM (series often up to 46.1 µM), for the others: at the top dose activity, negative = toxicity, hits mostly cytotoxic; 2% of 360,000 active; HT-1080 IDH1 knockdown viability, ATP luminescence, 48 h;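 note: potency is the fitted concentration of half-maximal effect; 0% = DMSO wells and -100% = cell-free medium wells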
#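 Knockdown cells (IDH1KD HT-1080) received compounds 2 h after plating at 750 cells/well and were kept 48 h at 37 °C in 5% FBS RPMI. A CellTiter-Glo luminescence read gave % activity for curve fitting.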
# IL-1B inflam inh – qHTS for Inhibitors of Inflammasome Signaling: IL-1-beta AlphaLISA Primary Screen; THP-1 LPS/ATP IL-1B secretion, AlphaLISA, 16 h; hits give low values; activity change, % at 57.5 µM; 4.7% of 360,000 active; AID 743279, 2014; in the data active = activity change below about -50%; inconclusive = mostly about -30% to -49%; note: % is set by controls: 0 for no effect and ±100 for the full control effect
#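 THP-1 cells pretreated 1 hr with compounds (up to 57.5 uM final), then stimulated with LPS (250 ng/mL final) plus ATP (1.25 mM final); secreted IL-1B measured by AlphaLISA after 16 hr, decreased signal indicating inhibition.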
# SW480 rereplic – A quantitative high throughput screen for small molecules that induce DNA re-replication in SW480 colon adenocarcinoma cells | Potency, µM (top dose mostly 46.1 µM), without a hit: at the top dose re-replication activation, usual class: activators | SW480 DNA re-replication, Hoechst DNA content imaging, 48 h | 1.8% of 340,000 active | AID 624297, 2012; note: potency is the fitted concentration of half-maximal effect; % of control where 0% means no effect; nearly all actives have a fitted effect of over 55% in size
#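 Treated cells incubate 48 hr (37 C, 5% CO2), are stained 40 min with Hoechst, and nuclear fluorescence is enumerated; a rise in nuclei with high DNA signal marks re-replication.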
# KB-3-1 cytotox – qHTS assay for MDR1-selective chemotherapeutics: Primary screen using the parental adenocarcinoma cell KB-3-1; 1.4% of 400,000 active; Potency, µM (doses to about 46.1 µM), inactives show at the top dose activity change, negative = cytotoxic, usual class: cytotoxic; KB-3-1 viability, CellTiter-Glo ATP luminescence, 72 h; note: potency is the fitted concentration of half-maximal effect; % is set by controls: 0 for no effect and ±100 for the full control effect; nearly all actives have a fitted effect of over 60% in size
#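 Luminescent ATP read-out (CellTiter-Glo) measures survival of drug-naive KB-3-1 cells after 72 h compound exposure at 37 °C. Titration series was screened from lowest to highest concentration, with DMSO vehicle plates as background controls.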
# DRD3 antagonist – qHTS of D3 Dopamine Receptor Antagonist: qHTS; D3R cells, DiscoveRx beta-arrestin luminescence, antagonist mode; hits give low values; D(3) dopamine receptor (Homo sapiens), P35462; max response, negative = inhibition, %; 2.5% of 360,000 active; AID 652054, 2013; in the data active = max response below about -50%; inconclusive = no clear call, values can overlap the other calls; note: % is set by controls: 0 for no effect and ±100 for the full control effect; mostly tested at two doses, the higher about 12 µM
# Target sequence (P35462 whole entry, looked up): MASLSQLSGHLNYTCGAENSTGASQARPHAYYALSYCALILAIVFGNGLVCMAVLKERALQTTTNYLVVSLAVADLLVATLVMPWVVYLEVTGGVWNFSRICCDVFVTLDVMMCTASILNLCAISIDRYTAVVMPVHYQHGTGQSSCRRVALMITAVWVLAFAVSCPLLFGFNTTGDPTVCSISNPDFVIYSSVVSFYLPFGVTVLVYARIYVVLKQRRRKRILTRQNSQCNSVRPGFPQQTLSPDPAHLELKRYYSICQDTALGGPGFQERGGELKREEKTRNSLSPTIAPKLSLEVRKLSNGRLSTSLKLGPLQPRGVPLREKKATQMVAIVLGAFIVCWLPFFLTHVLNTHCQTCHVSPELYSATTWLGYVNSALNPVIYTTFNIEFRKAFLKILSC
#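 Cells plated overnight at 1500 cells/well, then exposed to library compounds with dopamine controls for 90 minutes at 37 degrees C. DiscoveRx reagent added for 30–60 minutes at room temperature; luminescence read, quantitative HTS format.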
# HT1080-NT tox – qHTS for induction of synthetic lethality in tumor cells producing 2HG: qHTS for the HT-1080-NT fibrosarcoma cell line; HT-1080-NT fibrosarcoma viability, CellTiter-Glo ATP luminescence, 48 h; Potency, µM (titrated, usually from 46.1 µM), for inactives: top-dose activity, negative = less viability, usual class: cytotoxic; 1.6% of 360,000 active; AID 686970, 2013;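 note: NT is the 2HG producing partner of a matched IDH1 knockdown line; potency is the fitted concentration of half-maximal effect; 0% = DMSO-treated cells and -100% = media-only wells without cells; nearly all actives have a fitted effect of over 55% in size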
#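 HT-1080-NT fibrosarcoma cells (2HG-overproducing), 750 cells/well in RPMI with 5% FBS, dosed after 2 h and incubated 48 h at 37C. CellTiter-Glo luminescence normalized to DMSO and no-cell wells; concentration-response curves fitted and classed.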
# D3 ag – qHTS of D3 Dopamine Receptor Agonist: qHTS; D(3) dopamine receptor (Homo sapiens), P35462; D3R DiscoveRx beta-arrestin cells, luminescence, 90 min; max activation, %; 0.58% of 410,000 active; in the data active = max activation above about 30%; note: 0% is about no effect; mostly tested at two doses, the higher about 12 µM
#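 Agonist mode: compounds and dopamine controls were applied to plated cells for 90 min at 37 degrees C after an overnight attachment at 1500 cells/well. Luminescent read-out followed 30 - 60 minutes at room temperature with DiscoveRx detection reagent.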
# KB-V1 cytotox – qHTS assay for MDR1-selective chemotherapeutics: Primary screen using the drug-selected MDR subline cells KB-V1; 3.4% of 400,000 active; KB-V1 MDR cells viability, CellTiter-Glo, 72 h; Potency, µM (doses to about 46.1 µM), inactives show at the top dose activity change, negative = cytotoxicity, hits mostly cytotoxic; note: potency is the fitted concentration of half-maximal effect; % is set by controls: 0 for no effect and ±100 for the full control effect; nearly all actives have a fitted effect of over 60% in size
#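 Cytotoxicity toward P-gp-expressing KB-V1 cells was determined as loss of CellTiter-Glo luminescence after 72 h at 37 degrees C. Compounds were tested in quantitative HTS format across a concentration range, with curves fitted to normalized data.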
# Starred values were filed as active, the others as inactive; i = inactive; u = inconclusive; x = not tested or not shown; [ ] = another dose, or the depositor's remark. Unless noted, calls come from the whole dose curve; as a rule, active = well fitted curve in the direction sought with a large enough effect; inconclusive = small, poorly fitted or top-dose-only effect, or another doubt; inactive = no such curve, though single readings can be large; an effect the other way counts as inactive or inconclusive.
SMILES,GLP1R ag,HT1080 IDH1KD tx,IL-1B inflam inh,SW480 rereplic,KB-3-1 cytotox,DRD3 antagonist,HT1080-NT tox,D3 ag,KB-V1 cytotox
COc1cc(C(=O)NC(CCSC)C(=O)OCC(=O)NC(=O)C2CCCCC2)cc(OC)c1OC (centres undefined),7.9%,7.0%,47.5,3.9%,5.8%,25.3,-1.3%,1.5,23.9%
CCOC(=O)N1CCN(C(=O)c2ccc(Cl)c(S(=O)(=O)Nc3ccccc3)c2)CC1,19.1%,-7.6%,-0.8,-3.1%,-19.0%,16.9,-1.3%,8.0,0.0%
Cc1ccc(CN2CCN(CC(=O)N=Nc3c(O)[nH]c4ccccc34)CC2)cc1,0.2%,-23.6%,-2.0,-4.7%,-2.2%,-90.4*,-14.4%,-17.1,u
Cn1ccnc1C(=O)c1ccc(S(=O)(=O)N2CCCC2)cc1,5.7%,15.1%,0.0,-7.9%,9.8%,3.8,4.0%,2.0,-0.3%
CN(c1ccc(C(=O)NC2CC2)cc1)S(=O)(=O)c1ccccc1,-1.8%,1.2%,16.2,-1.1%,-1.2%,6.6,1.5%,-6.2,-8.6%
O=C(Cn1[nH]c(=O)c2ccccc2c1=O)N1CCN(S(=O)(=O)c2ccc(Cl)cc2)CC1,-3.6%,-1.8%,0.0,-2.3%,0.0%,-4.5,-0.8%,0.9,u
CC(C)(C)c1ccccc1OCC(=O)NCc1ccccc1,13.8%,-3.5%,20.0,-9.0%,1.4%,16.9,2.1%,-5.0,14.8%
COc1cc(/C=N/NC(=O)c2cc(-c3cccc(Br)c3)nc3ccccc23)cc(OC)c1O,20.6%,11.6µM*,44.3,11.9%,u,6.7,u,31.7*,u
COc1cc(-c2n[nH]c(=S)n2-c2cccc(C(F)(F)F)c2)cc(OC)c1OC,9.5%,9.1%,10.6,-3.8%,6.2%,-1.8,8.7%,5.0,23.1µM*
COc1cc(OC)cc(C(=O)NCC(=O)OCC(=O)N2CC(C)CC(C)C2)c1 (centres undefined),-5.3%,-3.0%,20.7,-10.5%,-8.1%,-18.1,-2.0%,-1.5,9.3%
COc1cc(/C=C(\C#N)C(=O)Nc2cccc3ncccc23)cc(OC)c1OC,-1.4%,-14.9%,8.1,-21.2%,u,-6.8,-7.9%,-5.0,u
COc1ccc(/C=C(/C#N)C(=O)Nc2ccc(O)cc2)cc1C(=O)O,23.6%,5.6%,26.2,-1.2%,1.0%,-5.0,12.2%,-3.1,24.3%
CC(C)c1onc(C(=O)N2CCN(c3ccc(F)cc3)CC2)c1[N+](=O)[O-],-2.2%,-3.7%,-5.5,20.6µM*,0.0%,-3.0,-27.6%,-0.1,9.3%
CC(=O)Nc1cc2oc3ccccc3c2cc1[N+](=O)[O-],2.8%,-7.3%,7.8,19.4%,0.0%,-10.9,-6.3%,0.0,-3.8%
COc1cc(/C=N/NC(=O)CCC(=O)NC2CCCCC2)ccc1C,6.4%,8.7%,10.3,-6.3%,10.8%,14.7,3.4%,5.1,0.0%
CCOC(=O)C1=C(Nc2ccc(Cl)cc2)OCC1=O,-0.1%,-0.3%,-17.3,-25.1%,6.5%,21.7,8.2%,2.7,15.5%
Cc1cc(OCCCCN2C(=O)NC(C)(C)C2=O)ccc1[N+](=O)[O-],15.9%,-23.2%,-10.4,-13.2%,-1.4%,14.7,-2.2%,8.6,u
O=C(CN1C(=O)c2ccccc2S1(=O)=O)NCc1ccccc1,11.4%,20.2%,12.4,-9.6%,-0.6%,u,-3.3%,-12.1,0.7%
Cc1ccccc1NC(=O)Cn1c(NCC(C)O)nc2ccccc21 (centres undefined),-2.0%,-4.5%,-22.3,-8.5%,-28.9%,-10.1,-3.8%,1.2,7.9%
COc1ccccc1NS(=O)(=O)c1ccc(C)c(NS(=O)(=O)c2cc(C(=O)O)cc(C)c2C)c1,-5.4%,27.3%,i,-8.1%,13.9%,-4.0,6.4%,-1.4,5.4%
CC1(C)N=C(C(=O)c2ccccc2)N(O)C1(C)O (centres undefined),-0.7%,0.0%,5.8,-0.4%,9.4%,8.6,0.0%,1.3,2.8%
CCNS(=O)(=O)c1ccc(CCC(=O)NC2CCCC2)cc1,6.0%,1.0%,-12.9,5.3%,1.3%,-22.4,1.8%,-7.3,-11.0%
Cc1cccc(OCCn2cc(/C=N/NC(=O)c3ccncc3)c3ccccc32)c1,3.3%,u,u,11.3%,u,23.7,u,11.1,u
Cc1cccc(N2CCN(C(=O)c3ccc(N4CCCC4=O)cc3)CC2)c1C,-0.9%,-1.0%,-25.2,22.3%,u,8.3,10.0%,-4.8,u
O=S(=O)(c1ccc2c(c1)CCN2)N1CCCC1,-3.1%,-6.5%,0.0,-19.1%,26.8%,4.8,-0.4%,0.2,10.2%
SMILES,GLP1R ag,HT1080 IDH1KD tx,IL-1B inflam inh,SW480 rereplic,KB-3-1 cytotox,DRD3 antagonist,HT1080-NT tox,D3 ag,KB-V1 cytotox
CC[C@@H]1CN(C)[C@H]2Cc3c([nH]c4ccccc34)C(=O)C[C@@H]1[C@@H]2C(=O)OC,0.1%,-2.3%,8.6,-2.1%,-20.9%,-18.4,-0.8%,-13.3,-11.9%
COc1ccc(S(=O)(=O)N(CC(=O)Nc2ccc(C)cc2)c2ccc(C)cc2)cc1OC,-3.5%,x,x,x,6.2%,x,x,8.7,u
O=C(CCCC(=O)n1cnc2ccccc21)n1cnc2ccccc21,-9.8%,13.6%,38.6,-6.0%,7.9%,-19.5,15.7%,5.5,u
O=C(NCC(c1ccco1)N1CCCCC1)C(c1ccccc1)c1ccccc1 (centres undefined),4.6%,-5.7%,u,-4.6%,-6.3%,-15.0,0.7%,-13.3,-12.6%
C/C=C/C(=O)OCc1csc(CC(=O)Nc2ccccc2C)n1,-1.3%,4.4%,13.6,19.9%,19.4%,-8.8,5.2%,-15.2,14.7%
COc1cccc(NC(=O)C2CCCC2)c1,-1.5%,11.5%,-1.1,-5.3%,12.1%,43.4,5.2%,-4.0,0.0%
CCNC(=O)N1C(=O)C2(OCCO2)c2ccccc21,-12.9%,7.6%,17.5,-1.8%,-4.5%,9.0,3.4%,-6.6,4.3%
C#CCNC(=O)C[C@@H]1C[C@@]2(C(=O)OC)CC(C)(C)CC=C2N(CCCCCCCC)C1=O,x,u,-14.7,x,2.3%,-5.2,u,10.6,u
CC(NC(=O)C(=O)N1CCOCC1)C(c1cccs1)N1CCN(c2ccc(F)cc2)CC1 (centres undefined),-6.3%,-4.0%,0.8,8.5%,17.2%,13.9,-0.6%,-3.6,1.3%
CCCCOc1cccc(C(=O)N(Cc2cccs2)C2CCS(=O)(=O)C2)c1 (centres undefined),9.7%,-2.1%,-5.7,3.1%,-10.9%,29.2,0.8%,7.5,-26.9%
Cc1noc(C)c1C(=O)N1CCCC(Nc2ccc(C(C)C)cc2)C1 (centres undefined),-0.5%,-3.9%,69.7,-4.0%,-0.1%,-12.9,-0.6%,0.4,-6.2%
COCCn1c(SCC(=O)Nc2ccc(C(C)=O)cc2)nnc1-c1ccco1,10.5%,5.9%,6.8,-6.1%,8.0%,2.0,10.8%,0.1,u
CC(C)c1ccc(S(=O)(=O)NCCCN2CCOCC2)cc1,2.5%,-2.4%,4.0,x,-2.7%,2.1,1.0%,-2.5,-18.9%
Cc1ccc(/C=C/c2onc(C)c2S(=O)(=O)N2CCC(C(=O)N3CCN(C)CC3)CC2)cc1,5.7%,u,x,u,-19.3%,-19.8,u,-11.9,-14.6%
Cc1ccc(OC/C(O)=C(\C#N)c2nc3ccccc3s2)cc1,-2.7%,-1.9%,-6.7,3.7%,u,24.6,0.1%,3.2,u
COc1ccc(-n2c(COc3ccc(Cl)cc3)nnc2SCc2ccc(C#N)cc2)cc1,4.5%,u,-11.8,2.5%,3.9%,-21.6,u,-15.2,u
COc1ccc(C(CCN2CCOCC2)c2c(O)cc(OC)cc2OC)cc1 (centres undefined),-8.1%,3.4%,-5.1,u,16.0%,-12.0,-0.6%,-6.9,0.0%
N#CC1(c2ccccc2)CCCN1C(=O)c1ccco1 (centres undefined),-6.6%,5.6%,2.7,-2.2%,4.4%,-10.6,14.6%,-1.3,u
Cc1occc1C(=O)NNC(=S)Nc1cccc([N+](=O)[O-])c1,-10.6%,u,28.7,0.9%[9.22 µM],-18.0%,-108.9*,u,-6.7,-29.2%
C=CCn1c(=O)c2ccccc2n2c(SCC(=O)Nc3sc(C(=O)N(CC)CC)c(C)c3C(=O)OCC)nnc12,8.3%,-16.0%,-17.4,u,u,20.1,-10.5%,-0.3,-1.1%
Cc1c(-c2nnc(SCC(=O)O)n2-c2ccccc2Br)nnn1-c1ccccc1,-3.6%,18.1%,18.8,3.7%,1.3%,13.7,16.7%,-3.4,7.3%

# Compound profiles, from the list above. Values in the order: GLP1R ag | HT1080 IDH1KD tx | IL-1B inflam inh | SW480 rereplic | KB-3-1 cytotox | DRD3 antagonist | HT1080-NT tox | D3 ag | KB-V1 cytotox
# O=C(CN1C(=O)c2ccccc2S1(=O)=O)NCc1ccccc1 is entered as 11.4% | 20.2% | 12.4 | -9.6% | -0.6% | u | -3.3% | -12.1 | 0.7%
# Cc1cccc(OCCn2cc(/C=N/NC(=O)c3ccncc3)c3ccccc32)c1 is entered as 3.3% | u | u | 11.3% | u | 23.7 | u | 11.1 | u
